Assay outcomes (PubChem BioAssay)
PAFAH1B3 FP inh – inhibitors of human PAFAH1B3; actives 0.28% (n = 340,000); AID 492972; recombinant PAFAH1B3, FP-rhodamine probe, fluorescence polarization; inhibition, % at 3.39 µM; Q15102;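 active = inhibition above the screen-wide average of all tested compounds plus 3 SD, cut at about 25% in these data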;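 also: 0% = enzyme with DMSO only and 100% = wells lacking PAFAH1B3 protein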
Target sequence (Q15102 whole entry, looked up): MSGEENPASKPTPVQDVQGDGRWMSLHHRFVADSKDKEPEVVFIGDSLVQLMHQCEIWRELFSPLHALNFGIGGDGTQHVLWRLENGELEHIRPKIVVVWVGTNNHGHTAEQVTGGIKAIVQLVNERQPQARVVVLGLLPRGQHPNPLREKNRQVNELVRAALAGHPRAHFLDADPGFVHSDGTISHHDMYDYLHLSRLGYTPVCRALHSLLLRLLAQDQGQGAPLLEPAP
PAFAH2 inh – inhibitors of human PAFAH2; inhibition, % at 3.39 µM; actives 0.99% (n = 340,000); AID 492956; recombinant PAFAH2, FP-rhodamine activity probe, fluorescence polarization; Q99487;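 active = inhibition above the mean over all tested compounds plus 3 SD, cut at about 30% in these data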;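 also: inhibitors block probe labeling of enzyme so polarization drops; 0% = enzyme with DMSO and 100% = wells lacking PAFAH2 protein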
Numbers without * were called inactive. The list is partial. The share of hits here may be higher or lower than overall.

SMILES	PAFAH1B3 FP inh	PAFAH2 inh
COc1cc(OC)c(OC)cc1/C=C1\CCC/C(=C\c2cc(OC)c(OC)cc2OC)C1=O	-1	4
O=C(Cc1cccc(NC(=O)C2CCCN(C(=O)C3CCCC3)C2)c1)Nc1cccc(C(=O)N2CCCCC2)c1 (configuration not stated)	0	0
CC[C@H](C)[C@H]1CNC(=S)N1CC1CCN(CCC(C)(C)C)CC1	8	5
Cc1ccccc1N=C1Nc2ccccc2N[C@]12C[C@H]1CCC(=O)N3CC[C@@H](C2)[C@@H]13	-4	4
COC(C[C@@H](O)CC(=O)[C@@H](C)OCc1ccccc1)OC	3	-5
NC(N)=NCCCS(=O)(=O)Nc1ccc(Nc2c3ccccc3nc3cc([N+](=O)[O-])ccc23)cc1	8	2
CC(NC(C(=O)c1ccccc1)c1ccccc1)c1ccccc1 (configuration not stated)	5	7
O=[N+]([O-])c1cccc(NC(=S)N2CCc3ccccc32)c1	7	0
O=C(/C=C/c1ccccc1)Nc1scc(-c2ccccc2)c1C(=O)O	9	11
c1ccc(OCCOCCOc2ccccc2)cc1	0	-2
CCOc1ccc(N2C(=O)C(C)CNC2=S)cc1 (configuration not stated)	8	6
Cc1cc(NC(=O)Cn2cnc3sc(C)c(-c4ccccc4)c3c2=O)no1	-3	4
CCC1CN(C(=O)NCc2ccc(C)cc2)c2cc(C)ccc2O1 (configuration not stated)	6	-4
COc1cc(OC)cc(C(=O)NNC(=O)CCNS(=O)(=O)c2ccc(C)c(C)c2)c1	-2	2
COc1c(NC(C)=O)c2c(c([N+](=O)[O-])c1OC)C(=O)OC2	15	-3
NC(=O)c1ncn([C@@H]2O[C@H](CNS(=O)(=O)c3cc4ccccc4s3)[C@@H](O)[C@H]2O)n1	11	11
COc1ccc(Cl)cc1NC(=O)NNC(=O)c1ccccn1	8	-4
COc1ccc(O)c(CN2CC3CCC(CC3)C2)c1	12	-7
Cc1c(C)c2ccc(O[C@@H]3O[C@H](CO)[C@H](O)[C@H](O)[C@H]3O)cc2oc1=O	3	2
Cn1c(-c2ccc(F)cc2)cnc1NCc1ccc(F)cc1F	13	12
C[C@@H]1CN(c2c(F)c(F)c3c(=O)c(C(=O)O)cn(C4CC4)c3c2F)C[C@H](C)N1	5	-5
O=c1c(=NNc2ccccc2Cl)c(=O)c2ccccc12	0	3
COc1ccc(NC(=O)c2oc3ccc(S(=O)(=O)N4CCOCC4)cc3c2C)c(OC)c1	3	15
COC(=O)[C@@H]1Cc2c([nH]c3ccccc23)C(C)(C)N1C(=O)CCl	-2	9
Cc1ccc(S(=O)(=O)N2CCOCC2)cc1C(=O)N1CCN(S(=O)(=O)c2ccccc2F)CC1	10	-1

More results.
SMILES	PAFAH1B3 FP inh	PAFAH2 inh
N#CCCn1nc2c(c1N)CCC2	5	1
C/C(=N\NC(=O)c1cccc(F)c1)c1ccc(NC(=O)Cc2ccccc2)cc1	-6	-1
COc1cc(N2C(=O)C=CC2=O)ccc1N1C(=O)C=CC1=O	5	6
Cc1ccc(-c2cc(C(=O)N/N=C/c3c[nH]c4ccccc34)[nH]n2)cc1	10	5
COc1ccc(-c2cc(=O)c3c(C)cc(O)cc3o2)cc1	11	2
C1=NN(c2ccccc2)C=NN1c1ccccc1	4	9
O=C1CCCc2cc3c(ccc4ccccc43)cc21	-1	4
CCOC(=O)/C(C#N)=C/c1c(N2CCN(c3cccc(Cl)c3)CC2)nc2c(C)cccn2c1=O	7	-5
O=C(CSc1nnc(-c2ccncc2)o1)N1CCCCCC1	6	1
COc1ccc(C)cc1NC(=O)c1cnc2scc(C)n2c1=O	4	-3
CCC1(CCC(C)C)SC(N)=NC1=O (configuration not stated)	16	-6
Cc1cc(N2CCN(c3ccccn3)CC2)n2c(nc3ccccc32)c1C#N	3	8
O=CN(Cc1ccccc1)c1cc([N+](=O)[O-])ccc1OCc1ccccc1	10	7
O=S(=O)(CC=CCS(=O)(=O)c1ccccc1)c1ccccc1	2	-1
COc1ccc(CC(=O)Nc2cc(S(=O)(=O)N3CCOCC3)ccc2N2CCOCC2)cc1OC	11	-1
CC[C@]12C(=O)N(C)C[C@H]([C@@H]3C(=O)N(C)C(=O)[C@@H]31)N2C(=O)c1ccc(C(C)(C)C)cc1	1	-4
COc1ccc(C=C2NC(=S)NC2=O)cc1	-1	-2
CCCN1CCN(CC(=O)Nc2nc3ccccc3s2)CC1	5	3
COc1cc(NC(=O)c2ccccc2F)ccc1NC(=O)c1cc2ccccc2o1	5	3
CC1CN(C(=O)c2cc(S(=O)(=O)N3CCCC3)ccc2Cl)CC(C)O1 (configuration not stated)	-8	-2
COc1ccc(/C=C(\NC(=O)c2ccccc2)C(=O)N2CCC(C)CC2)cc1	6	5
COc1ccc(Nc2nnc(-c3ccc(N4CCOCC4)c([N+](=O)[O-])c3)c3ccccc23)cc1	3	7
Cc1ccc(Nc2ncc3c(=O)[nH][nH]c(=O)c3n2)cc1	0	0
O=c1nc(-c2ccccc2)c(-c2ccccc2)n[nH]1	2	8
C/C(CC(=O)Nc1ccc(N(C)C)cc1)=N\NC(=O)c1ccccc1F	12	0

Remaining list, next part.
SMILES	PAFAH1B3 FP inh	PAFAH2 inh
N#Cc1ccc(CCc2ccccc2)[nH]c1=O	3	2
CCn1c(Oc2ccccc2C)nc2c1c(=O)n(C)c(=O)n2C	3	-3
Cc1cc(F)ccc1S(=O)(=O)Nc1ccccc1C(=O)NC1CCN(Cc2ccccc2)CC1	-3	2
O=C1NC(=O)C(=Cc2ccc(Cl)cc2Cl)S1	5	0
CN(CCCn1cnc2c(OCc3ccccc3)ncnc21)CCc1ccccn1	3	-6
O=C1C=CC(=O)N1Cc1ccccn1	7	-9
c1ccc(CCn2cccc2)nc1	10	6
OCC1OC(n2ccc3c(SCc4ccccc4)ncnc32)C(O)C1O (configuration not stated)	14	7
O=C1OC(c2ccccc2)(c2ccc(O)cc2)c2ccccc21 (configuration not stated)	-2	-2
O=C(Nc1cccc2ccccc12)c1cccc(F)c1	3	-3
O=C(CCCN1C(=O)NC2(CCCC2)C1=O)Nc1cccc(S(=O)(=O)N2CCOCC2)c1	2	2
CC(SCc1ccccc1)C(=O)NCc1ccccn1 (configuration not stated)	-5	-1
CN(CCc1ccccc1)C(=O)c1cccc(NC(=O)Cc2cccc(NC(=O)C3CCN(C(=O)C4CCC4)CC3)c2)c1	8	-7
COc1ccc2nc(N3C(=O)C(O)=C(C(=O)c4ccco4)C3c3ccco3)sc2c1 (configuration not stated)	-6	2
O=C(O)CCCn1c(=O)c2cccn2c2ccc(F)cc21	-3	-1
Nc1nc(N)c2cc([N+](=O)[O-])ccc2n1	-2	2
COc1ccccc1N(CC(=O)Nc1c(C)n(C)n(-c2ccccc2)c1=O)S(=O)(=O)c1ccccc1	4	-13
CCc1cccc(NC(=O)COC(=O)c2cc(=O)c3ccccc3o2)c1	6	2
O=S(=O)(CCNCc1ccco1)NCc1ccccc1	16	-3
CCOc1ccccc1C(=O)Nc1ccc(S(=O)(=O)N2CCN(C)CC2)cc1	1	4
CCOCCOC(=O)c1ccc(NC(=O)c2cc3ccccc3o2)cc1	14	3
O=C(CC(CC(=O)c1ccccc1)c1ccncc1)c1ccccc1	9	-3
Cc1ccc(NC2CCCN(C(=O)CSc3ccncc3)C2)cc1C (configuration not stated)	4	5
CN(C)S(=O)(=O)c1ccc(NC(=O)COc2cccc3c2OC(C)(C)C3)cc1	-1	-1
O=C1NC(c2ccccc2)Cc2ccncc21 (configuration not stated)	-1	2

Carrying on.
SMILES	PAFAH1B3 FP inh	PAFAH2 inh
O=C(NCC1CCCO1)c1cc(-c2ccncc2)nc2ccccc12 (configuration not stated)	3	-7
O=C(NNc1cc(N2CCOCC2)nc(N2CCOCC2)n1)c1ccc([N+](=O)[O-])cc1	2	10
Cc1ccccc1OCCCCN1CCCCC1	-2	-8
CC(C)(C)n1ncc2c(=O)n(CC(=O)N3CCN(c4ccccc4)CC3)cnc21	15	1
NC(=O)c1ncn([C@@H]2O[C@H](CNC(=O)[C@@H](N)Cc3cccnc3)[C@@H](O)[C@H]2O)n1	5	-1
Cc1nn(Cc2ccc(Cl)cc2Cl)c(C)c1NC(=O)c1nc2n(n1)C(C(F)F)CC(C)N2 (configuration not stated)	1	6
Cc1sc2nc(SCC(=O)Nc3cccc(C(=O)O)c3)[nH]c(=O)c2c1C	2	3
O=C(O)C1C(c2ccccc2)c2ccccc2C(O)C1CO (configuration not stated)	5	-1
O=S(=O)(c1ccccc1)N1N=C(c2ccc(Cl)cc2)CC1c1ccco1 (configuration not stated)	-3	-5
O=c1[nH]nc(-c2n[nH]c(=O)o2)o1	7	-1
CSc1cc(SC)ncn1	4	9
O=C(Nc1c(Br)cc2c(c1Br)Cc1ccccc1-2)C(Cl)Cl	1	-5
N=C1/C(=C\c2ccc(-c3ccc(C(=O)O)cc3)o2)C(=O)N=C2SC=C(c3ccccc3)N12	25	34*
Nc1ccccc1-c1nc2ccccc2[nH]c1=O	4	0
COc1ccc(C(=O)C(C)C(C)=O)c(OCc2ccccc2)c1OC (configuration not stated)	0	5
Cn1c(NN)nc2c1c(=O)n(Cc1ccccc1)c(=O)n2C	12	3
Cc1[nH]c(-c2ccc(F)cc2)cc1C(=O)N1CCN(c2cccc(Cl)c2)CC1	10	3
CN(CC(=O)Nc1cccc(F)c1)C(=O)CC1CCCC1	-2	0
CC1CN(C(=O)c2cc3cc(F)ccc3[nH]2)CC(C)O1 (configuration not stated)	-1	-3
Cc1ccc(S(=O)(=O)N(C)c2ccc(OCC(=O)Nc3nnc(C4CC4)s3)cc2)cc1	3	1
CCCN1Cc2cccc(C(=O)Nc3ccc(S(=O)(=O)N4CCCCCC4)cc3)c2C1=O	3	-6
C1CC1C(=NN=C(C1CC1)C1CC1)C1CC1	0	-1
COc1cccc(OCCOc2ccc(/C=C3\C(=N)N4N=C(S(C)(=O)=O)SC4=NC3=O)cc2OC)c1	3	-12
CC[C@H](C)[C@H]1CNC(=O)C(=O)N1CC1CCN(CCCc2ccc(OC)c(OC)c2)CC1	3	-1
CN(Cc1ccccc1)C(=O)c1ccc(NC(=O)Cc2ccc(NC(=O)C3CCCN(C(=O)c4ccccc4)C3)cc2)cc1 (configuration not stated)	-2	-6

(next part)
SMILES	PAFAH1B3 FP inh	PAFAH2 inh
O=S(=O)(NCCC1=CCCCC1)c1cccc2nsnc12	0	4
ON=C1CCCC2CCCCC12 (configuration not stated)	4	-8
O=C(C(=O)N1CCCCCC1)c1c[nH]c2ccccc12	3	5
COc1ccc(OC)c(NC(=O)C(C)OC(=O)c2cc3ccccc3[nH]2)c1 (configuration not stated)	0	-1
COc1ccc(S(=O)(=O)N2CCN(Cc3cccnc3)CC2)cc1	-1	-5
CC(=O)Nc1ccc2c(c1)Cc1c-2cc(Cl)c(NC(C)=O)c1Cl	11	14
CC12CCC(O)CC1=CCC1C2CCC2(C)C(c3ccn[nH]3)CCC12 (configuration not stated)	-1	8
CCOC(=O)C1CCCN(S(=O)(=O)c2nc3nc(C)cc(C)n3n2)C1 (configuration not stated)	-2	-2
CCCCc1ccc(/C=C(\C#N)C(N)=S)s1	11	3
COc1ccc2cc(C(=O)N3CCN(c4cccc(C)c4C)CC3)[nH]c2c1	9	5
Nc1cccc(N=[N+]([O-])c2cccc(N)c2)c1	8	1
CCOc1ccc(NC(=O)CN2C(=O)NC(C)(c3ccc4c(c3)OCCCO4)C2=O)cc1OCC (configuration not stated)	-3	-6
C/C(=N\Nc1ncc(Cl)cc1Cl)c1ccccn1	3	4
O=C(c1ccccc1)c1c[nH]c2ccccc12	11	-7
CCc1c(N)nc(N)nc1Nc1ccc(C)c(C)c1	5	0
COc1ccc(OCCC(=O)Nc2cc3c(cc2C(=O)O)OCCCO3)cc1	-1	3
COc1ccc(C(C(=O)NCC2CCCO2)N(C(=O)c2snc(C(N)=O)c2N)c2ccc(C)cc2)cc1OC (configuration not stated)	10	-2
Cc1cccc(C2c3c(n(C)c(=O)n(C)c3=O)N=C3c4ccccc4C(=O)C32)c1 (configuration not stated)	6	2
O=C(CSc1nc2ccccc2c(=O)[nH]1)c1ccc(O)cc1O	1	3
O=C1C2C3CCC(O3)C2C(=O)N1c1cc(OCC(F)F)cc([N+](=O)[O-])c1 (configuration not stated)	7	9
Cc1cnc(C(=O)NCC(=O)Nc2ccccc2Br)cn1	6	-3
O=C1OC(c2ccc3ccccc3c2O)(c2ccc3ccccc3c2O)c2ccccc21	18	8

One compound at a time (already shown).
Results for Cc1sc2nc(SCC(=O)Nc3cccc(C(=O)O)c3)[nH]c(=O)c2c1C = PAFAH1B3 FP inh = 2; PAFAH2 inh = 3
Results for COc1cc(OC)cc(C(=O)NNC(=O)CCNS(=O)(=O)c2ccc(C)c(C)c2)c1 = PAFAH1B3 FP inh = -2; PAFAH2 inh = 2
Results for O=C1NC(c2ccccc2)Cc2ccncc21 (configuration not stated) = PAFAH1B3 FP inh = -1; PAFAH2 inh = 2

Exported bar-delimited: entries from further up.
Compound | PAFAH1B3 FP inh | PAFAH2 inh
O=C(c1ccccc1)c1c[nH]c2ccccc12 | 11 | -7
CCc1c(N)nc(N)nc1Nc1ccc(C)c(C)c1 | 5 | 0
COc1ccc(OCCC(=O)Nc2cc3c(cc2C(=O)O)OCCCO3)cc1 | -1 | 3
COc1ccc(C(C(=O)NCC2CCCO2)N(C(=O)c2snc(C(N)=O)c2N)c2ccc(C)cc2)cc1OC (configuration not stated) | 10 | -2
Cc1cccc(C2c3c(n(C)c(=O)n(C)c3=O)N=C3c4ccccc4C(=O)C32)c1 (configuration not stated) | 6 | 2
